Growth percent in the NCI-60 one-dose screen (48 h, 10 µM unless noted): 100 = growth as untreated, 0 = no growth, -100 = all killed.
SNB-19 = SNB-19 CNS cancer cells; 2.5% of 81,000 active
HCC-2998 = HCC-2998 colon cancer; 4.7% of 79,000 active
SNB-75 = SNB-75 CNS cancer. 5% of 79,000 active
HCT-15 = HCT-15 colon cancer; 5.2% of 82,000 active; AID 1794746
HT29 = HT29 colon cancer | 7.4% of 81,000 active | AID 1794748
HCT-116 = HCT-116 colon cancer; AID 1794798; 7.3% of 82,000 active
SW-620 = SW-620 colon cancer. 5.2% of 82,000 active. AID 1794795
KM12 = KM12 colon cancer cells; 5% of 82,000 active
COLO 205 = COLO 205 colon cancer; AID 1794742; 7.3% of 79,000 active
* hit, by the source's call; x = not tested or not shown; & = joins results of further samples. Rule for the calls: active = growth percent below 10; inactive = the rest. Outcome played no part in choosing rows; overall some 10% were active at least once.

#	SMILES	SNB-19	HCC-2998	HCT-15	HT29	SNB-75	KM12	HCT-116	SW-620	COLO 205
1	CC(C)=C[C@@H]1C[C@H](O)Cc2ccc(Cl)c(C)c2N1	101	96	103	x	78	107	96	101	101
2	COc1ccc(C2Cc3cnccc3-c3nc(N)c4ccncc4c32)c(OC)c1OC (centres undefined)	101	107	103	99	87	99	101	103	x
3	CN1CCN(CCCOc2ccc3nc(Nc4cc(Cl)cc(Cl)c4)ccc3c2)CC1	-76*	-89*	-88*	-94*	-95*	-89*	-78*	-82*	x
4	COC(=O)C1CCc2sc3ncnc(Nc4cn[nH]c4C(=O)Nc4ccc(CN5CCN(C)CC5)cc4)c3c21 (centres undefined)	22	27	7.3*	-0.3*	-22*	9.8*	3.3*	-11*	-71*
5	COc1ccc(-c2nc(SC(C)C)nc(NNC(N)=O)c2C#N)cc1	89	89	59	106	59	59	102	51	117
6	COc1ccc(Cc2nc3sc4c(c3c(=O)[nH]2)CCC4)cc1OC	77	85	70	100	x	101	19	120	103
7	Cc1cccc(C)c1NCc1nnc(-c2ccco2)o1	101	103	103	94	86	92	84	94	103
8	COc1cc(-c2n[nH]nc2-c2ccc3c(c2)OCCO3)cc(OC)c1OC	43	10	6.8*	-13*	25	9.4*	8.1*	19	-86*
9	O=C(Nc1ccc(OS(=O)(=O)c2ccc(C(F)(F)F)cc2)cc1)c1ccc(Cl)cc1	91	106	98	86	111	91	69	90	99
10	COc1cc2c(cc1OC)/C(=C/c1ccc(N(C)C)cc1)C=C2	100	101	87	87	102	98	101	95	125
11	COc1ccc2c(c1)O/C(=C\c1cccc(OCC(=O)Nc3nc4c(s3)CCCC4)c1)C2=O	76	x	85	85	29	82	78	89	113
12	NS(=O)(=O)c1ccc(CCn2c(=O)c3ccccc3c3ccccc3c2=O)cc1	103	95	100	98	92	103	90	107	113
13	O=C(Nc1ccccc1F)Nc1ccccc1F	90	94	91	92	108	83	89	89	104
14	O=C(O)c1ccc(-n2cc(/C=N/Nc3ccc([N+](=O)[O-])cc3)c(-c3ccccc3)n2)cc1	106	95	74	90	80	79	77	97	105
15	Cc1ccc2ccc3ccc(C)nc3c2n1	97	98	92	79	97	90	95	102	88

Part of the list above, reformatted.
2) COc1ccc(C2Cc3cnccc3-c3nc(N)c4ccncc4c32)c(OC)c1OC (centres undefined)
  SNB-19 = 101
  HCC-2998 = 107
  HCT-15 = 103
  HT29 = 99
  SNB-75 = 87
  KM12 = 99
  HCT-116 = 101
  SW-620 = 103
  COLO 205 = x
3) CN1CCN(CCCOc2ccc3nc(Nc4cc(Cl)cc(Cl)c4)ccc3c2)CC1
  SNB-19 = -76*
  HCC-2998 = -89*
  HCT-15 = -88*
  HT29 = -94*
  SNB-75 = -95*
  KM12 = -89*
  HCT-116 = -78*
  SW-620 = -82*
  COLO 205 = x
4) COC(=O)C1CCc2sc3ncnc(Nc4cn[nH]c4C(=O)Nc4ccc(CN5CCN(C)CC5)cc4)c3c21 (centres undefined)
  SNB-19 = 22
  HCC-2998 = 27
  HCT-15 = 7.3*
  HT29 = -0.3*
  SNB-75 = -22*
  KM12 = 9.8*
  HCT-116 = 3.3*
  SW-620 = -11*
  COLO 205 = -71*
5) COc1ccc(-c2nc(SC(C)C)nc(NNC(N)=O)c2C#N)cc1
  SNB-19 = 89
  HCC-2998 = 89
  HCT-15 = 59
  HT29 = 106
  SNB-75 = 59
  KM12 = 59
  HCT-116 = 102
  SW-620 = 51
  COLO 205 = 117

(further entries)
#	SMILES	SNB-19	HCC-2998	HCT-15	HT29	SNB-75	KM12	HCT-116	SW-620	COLO 205
16	COC(=O)/C=C1\Sc2nnc(CSC(SCc3nnc4n3NC(=O)/C(=C/C(=O)OC)S4)c3ccccc3)n2NC1=O (centres undefined)	98	97	103	111	87	107	97	103	109
17	CC(C)(C)NC1=C(Cl)C(=O)c2ccccc2C1=O	107	110	97	92	58	98	90	123	118
18	O=C(O)C1(Nc2ccccc2)CCCC1	108&111	116&104	104&107	112	95&85	110&112	105&105	106&110	108&115
19	O=C1CCC(C(=O)O)C1 (centres undefined)	103	107	98	96	82	108	71	101	110
20	Cc1cc2cn3c4cccnc4nc(N)c3c2cc1C	96	89	65	69	101	70	74	65	x
21	O=C(Nc1ccc(NC(=O)c2cc(S(=O)(=O)NCCc3ccccc3)c(O)c(O)c2O)cc1)c1cc(S(=O)(=O)NCCc2ccccc2)c(O)c(O)c1O	91	101	101	99	78	102	74	106	112
22	Cn1cc(-c2csc(-c3cn(C)c4ncccc34)n2)c2cc(Br)cnc21	99	98	81	100	73	83	91	89	x
23	O=c1nc2s/c(=C\c3ccccc3Cl)c(=O)n2c2nc(-c3ccccc3)c(-c3ccccc3)nc12	97	108	100	109	91	101	98	103	110
24	O=c1c2sc3ncc(Br)cc3c2nnn1-c1ccccc1	98	100	93	89	98	96	92	97	106
25	CCOC(=O)CC(C(=O)OCC)C(=O)OCC	114	118	95	99	81	107	104	109	111
26	O=P(O)(c1ccccc1)c1ccccc1I	103	107	111	80	84	103	77	95	107
27	CCCCS(=O)(=O)Nc1ccccc1C(=O)NN	101	105	104	93	94	104	89	106	101
28	C1=C\COCc2cc(ccc2OCCN2CCCC2)Nc2nccc(n2)-c2cccc(c2)COC/1	1.6*	-16*	1.3*	-31*	-96*	-10.0*	1.2*	3.2*	-82*
29	COc1ccc(NC(=O)CCl)cc1	104	100	72	67	x	85	53	98	x
30	CCn1cc(CNc2cc3cc(OC)c(OC)cc3c(C)n2)c(C)n1	95	96	94	95	77	98	82	96	102

Going on with the list:
#	SMILES	SNB-19	HCC-2998	HCT-15	HT29	SNB-75	KM12	HCT-116	SW-620	COLO 205
31	O=C1NC(=O)C(c2ccc(Cl)cc2Cl)N1 (centres undefined)	97	x	108	106	93	104	103	106	125
32	O=C(C1=CNC(=S)NC1c1ccc(Cl)cc1)c1cc2ccccc2oc1=O (centres undefined)	76	102	101	93	x	97	103	103	96
33	COc1ccc(-c2cc(NC(=O)Nc3cccc(C)c3)no2)cc1	102	103	98	93	83	99	100	103	105
34	CC(C)OC(=O)c1ccc2n1CCc1cnc(Nc3ccccc3)nc1-2	93	100	69	76	102	96	57	97	100
35	O=[N+]([O-])c1ccccc1NC1CCN(Cc2ccccc2)CC1	119	112	105	96	99	108	93	104	110
36	CCN(CC)CCOc1ccc(C#N)cc1	99	105	100	113	102	109	115	99	103
37	O=C(Cc1ccc([N+](=O)[O-])cc1)c1ccccc1	97	91	98	104	95	95	102	96	92
38	CC1=CNNc2c3ncnc-3ncn21	99	102	102	104	101	103	102	102	106
39	NC(=O)SCC(=O)Nc1cccc([N+](=O)[O-])c1	114	104	104	117	98	100	106	99	108
40	Cc1cn(-c2cccc(C(=O)Nc3cccc(-n4ccc5c(N)ncnc54)c3)c2)cn1	114	107	54	56	77	61	49	97	76
41	Cc1cccc(C[C@H](NC(=O)Nc2ccc(Cl)cc2F)C(=O)N[C@@H]2C(=O)N3C[C@H](O)C[C@H]3C(=O)N3CCN(C)C[C@H]3C(=O)N[C@@H](C)C(=O)N3C[C@H](C)C[C@H]3C(=O)O[C@H]2C)c1	23	35	105	36	19	41	9.8*	42	11
42	O=c1nc2oc3c(Br)cc(Br)cc3cc-2s1	101	99	98	107	93	103	99	102	110
43	Cc1ccc(C(=O)CSc2nc3ccc(C)cc3c(=O)n2-c2ccccc2)cc1	85	114	94	101	97	100	79	99	124
44	COc1cc2cc(Oc3ccc(NC(=O)Nc4ccc(Cl)c(C(F)(F)F)c4)cc3)c(C)nc2cc1OCCN(C)C	84	93	62	91	x	87	67	109	102
45	CN1C(=O)N(c2ccccc2)C2N=C(N/N=C/c3ccccc3)SC21 (centres undefined)	53	51	30	3.2*	-14*	22	23	15	3.8*

More compounds:
#	SMILES	SNB-19	HCC-2998	HCT-15	HT29	SNB-75	KM12	HCT-116	SW-620	COLO 205
46	O=C(c1ccccc1)C1OC1c1ccc([N+](=O)[O-])cc1 (centres undefined)	95	115	71	x	70	63	14	9.2*	112
47	Brc1c2ccccc2c(Br)c2ccccc12	102	102	105	98	91	108	92	106	107
48	O=C(Cn1cc(CSc2nc3ccccc3o2)nn1)Nc1ccc(F)c(Cl)c1	107	114	107	113	95	104	103	104	116
49	C[C@@H](C[C@H](CCOC(=O)N1CCOCC1)c1ccccc1)c1ccc2ccccc2c1	97	102	96	86	93	94	96	100	107
50	c1ccc(-c2nn[nH]n2)cc1	x	120	106	115	87	110	102	100	115
51	COc1cc2nc(Sc3ncccc3C(=O)O)n(Cc3ccccc3)c(=O)c2cc1OC	98	108	103	113	93	108	95	107	125
52	COc1cccc(/C=C2\COc3ccc(-c4ccccc4)cc3C2=O)c1	65	19	-37*	13	11	-37*	-24*	-56*	-23*
53	FC(F)(F)c1cc(Nc2ccc3cc(OCCCN4CCOCC4)ccc3n2)ccc1Cl	41	-18*	-0.4*	-50*	11	17	14	-14*	-69*
54	O=C1c2cccc3cccc(c23)C(=O)N1CCCCN1C(=O)c2ccc3c4c(ccc(c24)C1=O)C(=O)N(CCCCN1C(=O)c2cccc4cccc(c24)C1=O)C3=O	109	127	115	118	109	109	112	118	137
55	O=C(O)CCC(/C=N/Nc1ccc([N+](=O)[O-])cc1)=N/Nc1ccc([N+](=O)[O-])cc1	95	106	96	102	80	100	107	97	105
56	CC(C)C1(C)C(=O)N(C)C(=O)N1Br (centres undefined)	112	95	103	100	90	102	106	108	x
57	COc1ccc(N)c2c1C(=O)c1ccccc1C2=O	101	105	87	94	96	102	102	106	111
58	CCCN1C(=O)/C(=C\C(=O)c2cc3ccccc3oc2=O)c2ccccc21	98	111	82	126	104	99	101	99	124
59	COc1ccc(C2=NN(C=O)C(c3ccc(Oc4ccnc5cc(Cl)ccc45)c(OC)c3)C2)cc1 (centres undefined)	75	83	100	85	34	97	73	94	114
60	COC(=O)c1ccccc1N=NC(C#N)C#N	104	100	102	105	102	105	106	104	118

Next structures follow.
#	SMILES	SNB-19	HCC-2998	HCT-15	HT29	SNB-75	KM12	HCT-116	SW-620	COLO 205
61	O=C(Nc1ccncc1)C(=O)c1cn(S(=O)(=O)c2ccc(Br)cc2)c2ccccc12	65	72	31	12	x	26	14	18	103
62	Cc1ccc(-n2nc(C#N)c(N3CCCCC3)n2)cc1	97	102	94	97	91	99	100	101	113
63	NC1=NC(c2ccccc2)CC(=O)N1 (centres undefined)	107	116	95	102	96	114	104	99	127
64	CCN(CC)CCCOc1cc(N)ccc1C#N	103	84	105	96	109	107	90	101	106
65	CC(=O)/C(=C/n1ccc(=O)[nH]c1=S)C(=O)Nc1ccccc1	108	99	111	93	92	104	108	103	101
66	Cc1cc2cn3c4ccc(O)cc4[nH]c(=O)c3c2cc1C	41	24	3.8*	-68*	x	-37*	-100*	-100*	-63*
67	CC(N)(C(=O)O)c1ccccc1 (centres undefined)	98	101	102	103	103	94	111	104	104
68	COc1ccc2c(c1)[n+]([O-])c(C(=O)/C=C/C=C(\Cl)c1cc(OC)c(OC)c(OC)c1)c(C)[n+]2[O-]	56	x	95	101	-26*	101	81	103	127
69	COc1ccc(NC(=O)Cn2c(/C=C/c3cccc([N+](=O)[O-])c3)nc3ccccc3c2=O)cc1	73	112	78	88	2.0*	78	55	93	99
70	COc1ccc(C(=O)COc2ccc(/C=C3\COc4ccccc4C3=O)cc2)cc1	x	x	89	106	76	93	83	85	111
71	CN(N=O)c1ccc(CC2CCc3ccccc32)cc1 (centres undefined)	96&99	85&108	92&94	94&90	112&86	94&106	92&97	103&105	109&117
72	O=C1/C(=C/c2cccc3c2OCO3)Cc2c(F)cc(Br)cc21	103	117	102	118	97	110	104	114	128

Assay outcomes: PubChem BioAssay, NCI
